# Assay outcomes: PubChem, several laboratories
# CHT allo act – human CHT allosteric activation; Q9GZV3; CHT-expressing cells, membrane potential dye, choline EC20; stronger effect = higher value; LV-AA mutant CHT in HEK293 cells; B-score at 10 µM; 310,000 compounds, 0.49% hits; AID 488977;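 active means initial fluorescence not abnormally high and integrated response B-score, plate-corrected, over 3 SD above library mean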
# Target sequence (Q9GZV3 whole entry, looked up): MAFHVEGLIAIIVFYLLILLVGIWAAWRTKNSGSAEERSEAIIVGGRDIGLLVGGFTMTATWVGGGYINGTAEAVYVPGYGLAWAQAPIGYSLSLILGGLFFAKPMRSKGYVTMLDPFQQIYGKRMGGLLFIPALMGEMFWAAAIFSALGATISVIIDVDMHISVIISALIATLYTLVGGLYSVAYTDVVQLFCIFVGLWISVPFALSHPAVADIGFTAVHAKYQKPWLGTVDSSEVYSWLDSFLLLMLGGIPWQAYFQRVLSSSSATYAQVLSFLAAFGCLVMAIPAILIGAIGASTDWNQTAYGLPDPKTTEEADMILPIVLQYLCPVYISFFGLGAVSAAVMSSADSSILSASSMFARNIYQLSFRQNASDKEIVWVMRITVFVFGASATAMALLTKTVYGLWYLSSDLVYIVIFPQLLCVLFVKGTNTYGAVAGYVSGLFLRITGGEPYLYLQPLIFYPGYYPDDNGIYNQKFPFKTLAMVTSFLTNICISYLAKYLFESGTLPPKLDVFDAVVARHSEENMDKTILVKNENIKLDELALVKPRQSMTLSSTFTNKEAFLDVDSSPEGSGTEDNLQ
# OX1R antagonist – antagonists of human orexin 1 receptor; O43613; 330,000 compounds, 0.43% hits; inhibition, % at 5 µM; CHO/OX1R cells, Fluo-8 calcium fluorescence, orexin A;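 active means inhibition above its plate's threshold, mean inhibition of all tested compounds on the plate plus 3 SD, cut at about 37% in these data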;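 further: 0% = orexin A challenge wells and 100% = SB-334867-A antagonist wells; not every result past the cut was called active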
# Target sequence (O43613 whole entry, looked up): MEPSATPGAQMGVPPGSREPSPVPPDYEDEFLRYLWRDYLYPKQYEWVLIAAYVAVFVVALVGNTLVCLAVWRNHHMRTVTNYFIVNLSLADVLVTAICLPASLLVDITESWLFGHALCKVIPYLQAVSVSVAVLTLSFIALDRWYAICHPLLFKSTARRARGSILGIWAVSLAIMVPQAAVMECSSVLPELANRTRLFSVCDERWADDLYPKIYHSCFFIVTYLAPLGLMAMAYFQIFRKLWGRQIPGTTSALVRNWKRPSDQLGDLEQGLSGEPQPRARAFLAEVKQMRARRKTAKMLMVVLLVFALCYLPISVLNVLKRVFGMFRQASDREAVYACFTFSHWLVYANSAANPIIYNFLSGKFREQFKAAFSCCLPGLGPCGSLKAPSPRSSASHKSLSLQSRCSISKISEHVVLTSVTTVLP
# Active calls of the source: *; i = inactive; nt = no result given. Compounds were not picked by outcome. Share with any hit: about 0.83%.
SMILES,CHT allo act,OX1R antagonist
Cn1c(=O)c2c(SCC(=O)N3CCOCC3)nc(-c3ccccc3F)nc2n(C)c1=O,i,-7
O=C(N/N=C/c1ccc(Br)s1)c1ccncc1,i,-13
CC(C)NC(=O)C1=NN(c2ccccc2)C(=O)CC1,i,-1
O=C(CCCOc1ccccc1)Nc1ccc(Cl)c(S(=O)(=O)N2CCOCC2)c1,nt,38
Cc1nc(SCC(=O)Nc2ccc3[nH]c(=O)[nH]c3c2)nc(C)c1C,nt,0
CCN1CCN(C(c2cccs2)C(C)NC(=O)c2cccnc2)CC1 (configuration not stated),i,1
COc1cc(/C=C2\SC(=S)N(NC(=O)c3ccccc3OC)C2=O)ccc1O,i,nt
Cc1noc(NS(=O)(=O)c2ccc(NC(=O)CSc3ncccn3)cc2)c1C,i,0
Cc1nc2ccc(C(=O)N/N=C/c3ccc(O)cc3)cc2[nH]1,i,-3
O=C(O)c1cc(S(=O)(=O)Nc2ccc(N3CCCCC3)cc2)ccc1Cl,i,-24
CCc1nnc(NC(=O)CSc2nnc3nc(C)cc(C)n23)s1,8.5*,-6
Cc1ccc(C(=O)N/C(=C/c2ccco2)C(=O)OCN2C(=O)c3ccccc3C2=O)cc1,i,-20
Cc1ccc(S(=O)(=O)CC(=O)N2CCCC2)cc1,i,-2
COc1cc(C(=O)NCC2CCCO2)cc(OC)c1OC (configuration not stated),i,-10
O=C(NC1CCCCCC1)c1ccc(Cl)c(S(=O)(=O)N2CCOCC2)c1,i,-6
CC(C)(C)OC(=O)C[C@H]1C/C=C\C[C@H](CC(=O)N(CCO)Cc2ccccc2)C(=O)N[C@@H](Cc2ccccc2)COC1=O,nt,-28
CCOc1ccc(C(=O)NCCN2CCCCC2)c(OCC)c1,i,-21
CN(C)Cc1ccc(CNC(=O)COc2ccc3ccccc3c2)cc1,i,-7
CCC(O)c1nc2ccccc2n1CCc1ccccc1 (configuration not stated),i,-13
O=S(=O)(c1cccc(-c2nnco2)c1)N1CCCC1,i,0
COc1ccc(C(=O)N/N=C(/C)c2cccc(NC(=O)C(F)(F)F)c2)cc1,i,2
O=c1n(Cc2ccccc2)nc2n1-c1ccccc1SC2,i,-15
O=C(NCC(=O)N1CCN(S(=O)(=O)c2ccccc2F)CC1)c1ccc2c(c1)OCO2,i,-6
CSc1ccc(/C=N/N(C)S(=O)(=O)c2ccc(C)cc2)cc1,i,7
COc1ccc(-c2ccc(SCc3ccccn3)nn2)cc1OC,i,-6

# (cont.)
SMILES,CHT allo act,OX1R antagonist
Cc1nn(-c2ccccc2)c(/N=C/c2ccccc2O)c1-c1ccccc1,i,-15
Cc1ccc(S(=O)(=O)CCC(=O)NNC(=O)CN(C)S(=O)(=O)c2ccc(C)cc2)cc1,nt,-45
CCOC(=O)Nc1ccc2ncn(C)c(=O)c2c1,i,1
CCOC(=O)c1c(-c2cccs2)csc1NC(=O)CSc1ncn[nH]1,i,-3
COc1cc(/C=C2\NC(=S)N(C)C2=O)ccc1O,i,2
O=c1c2nccnc2[nH]c(=S)n1Cc1ccccc1Cl,i,-6
Cc1ccc(SC[C@H](Cc2ccccc2)N2CC[C@@H](NC(=O)OCc3ccccc3)CCC2=O)cc1,i,-23
CC(OC(=O)C1CCCC1)C(=O)Nc1ccc(S(N)(=O)=O)cc1 (configuration not stated),i,-5
O=S1(=O)CCN2C(=N1)Sc1c2ccc2c1CCCC2,i,4
COc1ccccc1C(=O)Nc1ccc(-c2nnn(CC(=O)N3CCN(C(=O)c4ccco4)CC3)n2)cc1,i,-28
COc1cc(NC(=S)NCCC(c2ccccc2)c2ccccc2)c(OC)cc1Cl,i,3
CCOC(=O)C1=C(C)NC(=O)NC1/C=C\c1ccccc1 (configuration not stated),i,nt
CCOCCCNC(=O)C(c1ccc(C)cc1)N(Cc1ccc2c(c1)OCO2)C(=O)CNC(C)=O (configuration not stated),i,-22
Cc1ccc(S(=O)(=O)N2CCCC2)cc1C(=O)NCc1ccccn1,i,1
Cc1ccc(COn2c(-c3ccc(Cl)cc3)nc3ccc([N+](=O)[O-])cc32)cc1,i,-1
CCOc1ccc(N2C(=O)CC(N3CCc4ccccc43)C2=O)cc1 (configuration not stated),i,-11
Cc1ccc(-c2nc(C#N)c(NCc3cccc4c3OCO4)o2)cc1,i,-8
CCCCC(=O)Nc1cccc(NC(=O)C(C)C)c1,i,-10
COc1ccc(Br)cc1C(=O)NC(=S)Nc1c(C)n(C)n(-c2ccccc2)c1=O,i,-28
COc1cc(NC(=O)C2=COCCO2)c(OC)cc1Cl,i,-5
COc1ccc(C(=O)NC2CCN(C(=S)Nc3cc(C)cc(C)c3)CC2)cc1,i,-9
Cc1ccc(NC(=O)C2CCCN(S(=O)(=O)c3c(C)noc3/C=C/N(C)C)C2)cc1F (configuration not stated),i,-6
COc1ccc(N2Cc3cccc(C(=O)N4CCN(C(=O)c5ccco5)CC4)c3C2=O)cc1,i,-12
C[C@H]1CC[C@@]2(O[C@@H](CCO)C[C@H](O)[C@H]2O)O1,i,8
Cc1ccccc1OCC(=O)N=Nc1c(O)n(C)c2ccccc12,i,-15

# The listing continues:
SMILES,CHT allo act,OX1R antagonist
COc1ccc(C2=NN(C(=O)c3cccs3)C(c3ccccc3O)C2)cc1 (configuration not stated),i,-49
CC(C)c1nc2cc(C(=O)N(C)C3CCOCC3)ccc2o1,i,1
COc1ccc(NC(=O)c2ccc3c(c2)NC(=O)CO3)cc1OC,i,-14
Cc1ccc(C(C(=O)NCc2ccco2)N(C(=O)Cc2cccs2)c2cccnc2)cc1 (configuration not stated),i,-42
COc1ccc(Br)cc1/C=N/NC(=O)CNC(=O)C1COc2ccccc2O1 (configuration not stated),i,-16
O=C(c1ccccn1)N(Cc1ccco1)C1(C(=O)NC2CCCCC2)CCCCC1,i,-22
CN(CC(=O)Nc1ccc(OC(F)(F)F)cc1)C(=O)C1CCC1,nt,-19
O=C(Nc1ccon1)C1CCN(S(=O)(=O)c2cccs2)CC1,i,-6
COc1ccc(C2C=C(c3ccccc3)Nc3nnnn32)cc1 (configuration not stated),i,-16
CCc1nn(C(CC)C(=O)NCc2cccs2)c(=O)c2cc3occc3n12 (configuration not stated),i,-32
COc1ccc(CCN2C(=O)CN=C2Nc2ccc(F)cc2)cc1OC,i,3
Cc1ccccc1S(=O)(=O)Cc1ccc(C(=O)NCCCN2CCN(C)CC2)o1,i,2
Cc1cccc2c(CCNC(=O)c3ccc([N+](=O)[O-])cc3)c[nH]c12,i,7
CCOc1cc2c(cc1OC)C(c1cccc([N+](=O)[O-])c1)NCC2 (configuration not stated),i,-16
Cc1ccc2c(c1)c1ncnc(N3CCN(c4ccccc4)CC3)c1n2C,i,-16
CC(O)C(NC(=O)OCc1ccccc1)C(=O)OCc1ccccc1 (configuration not stated),nt,-8
O=C(NCCc1ccc(Cl)cc1)C1CCCO1 (configuration not stated),i,-13
CCN(CC)C(=O)c1sc2nc(-c3ccccc3)ccc2c1N,i,-5
COCCCNCCOc1cc(C(C)C)ccc1C,i,3
C=CCn1c(SCC(=O)c2c(N)n(C)c(=O)n(C)c2=O)nc2sc(C)c(C)c2c1=O,i,-12
O=C(O)c1ccc(Nc2cnc3ccccc3n2)cc1,i,-4
Cc1nc(C(=O)NCc2ccccc2)sc1C1(C)CC(c2cccc([N+](=O)[O-])c2)=NO1 (configuration not stated),i,-6
CCCN1CCC(NCc2cn(C)nc2-c2ccc(Oc3ccccc3)cc2)CC1,i,-10
O=C(Cn1c(CC(=O)N2CCCC2)nc2ccccc21)NCc1ccccc1,i,-16
COc1ccc(C(=O)Nc2ccc(S(=O)(=O)Nc3nccc(C)n3)cc2)cc1,i,-13

# (more compounds)
SMILES,CHT allo act,OX1R antagonist
C=C(C)C(=O)N1CC2(CC(c3cccc(NC(=O)COc4ccc(Cl)cc4)c3)=NO2)C[C@@H]1C(N)=O (some centres not stated),i,3
CC1CN(C(=O)CCCN2C(=O)c3ccccc3C2=O)CC(C)O1 (configuration not stated),i,nt
S=c1[nH]nc(-c2cc3c(s2)-c2ccccc2CC3)o1,i,13
Cc1cc(C)cc(OCC(=O)N/N=C/c2ccc([N+](=O)[O-])o2)c1,i,-17
Cc1ccc(-c2cnn(-c3cccc(C(F)(F)F)c3)c2N)cc1,i,-39
COc1ccc2nc(NC(=O)c3ccc4ncsc4c3)sc2c1,i,-31
O=C(N/N=C/c1c[nH]c2ccccc12)c1ccccc1Cl,i,nt
O=C(COC(=O)c1ccc[n+]([O-])c1)Nc1ccc([N+](=O)[O-])cc1Cl,nt,18
CSc1ccccc1NC(=O)CN(C)C(=O)Cn1c(=O)oc2ccccc21,i,-17
CCOC(=O)[C@H]1[C@H]2COc3ccc(OC)cc3[C@@H]2N2C(=O)c3ccc(Cl)cc3NC(=O)[C@@]12C,i,-18
O=C(N/C=N/O)C(c1ccccc1)c1ncc(C(F)(F)F)cc1Cl (configuration not stated),i,-11
Cc1ccc(/C=C/C(=O)N2CCN(S(=O)(=O)c3ccc(C)c(C)c3)CC2)o1,i,-37
O=C(Nc1ccc(F)cc1)/C(Cl)=C/c1ccccc1,i,-12
Cc1ccc(CNC(=O)C2CCCN(c3cnccn3)C2)cc1 (configuration not stated),i,-23
CCc1ccc(Nc2nnc(SCC(=O)NC(=O)c3cccn3C)s2)cc1,i,-3
COc1ccc(S(=O)(=O)CCC(=O)N2CCN(c3cccc(Cl)c3)CC2)cc1,i,-11
CNC(=S)NNC(=O)COc1ccc(C)c(C)c1,i,-4
Cc1cc(O)c(-c2cc(C(=O)NCc3ccc4c(c3)OCO4)[nH]n2)cc1C,i,6
COC(=O)c1ccncc1N,i,-12
CCN1CCN(C(=O)CN(c2cc(OC)ccc2OC)S(C)(=O)=O)CC1,i,-24
COc1cc(C(=O)NCCc2c[nH]c3ccccc23)ccc1OCc1c(C)noc1C,i,-4
COc1ccc(Cc2nnc(NN)[nH]c2=O)cc1OC,i,-21
Cc1ccc(NC(=O)CN2C(=O)CCSc3ccc(S(=O)(=O)N4CCCC4)cc32)cc1,i,-12
CCc1c(C)sc(NC(=O)/C=C/C(=O)O)c1C(N)=O,i,3
O=C(c1ccccc1)c1ccc(OC(=O)N2CCCC2)cc1,i,-11

# Going on with the list:
SMILES,CHT allo act,OX1R antagonist
C/C(=N\NC(=O)c1cccc2ccccc12)c1cccs1,i,-8
CCOC(=O)c1c(NC(=O)C(=O)N/N=C/c2ccc(OCC)cc2)sc2c1CCCCC2,i,-26
CCOCCCNCc1c(Cl)cccc1Cl,i,-1
Cn1nnc2cc(C(=O)Nc3ccccc3)ccc21,i,-2
CCOc1cc(/C=N/Nc2nc3ccccc3[nH]2)cc(Br)c1OCC(=O)N(C)C,i,-17
COc1ccc(NC(=O)c2oc3ccccc3c2NC(=O)C2CC2)cc1OC,i,-23
CC1(C(=O)N/N=C/c2ccccc2)CC1(Br)Br (configuration not stated),i,-8
CCOC(=O)c1csc(COc2ccc(OC)cc2)n1,i,-23
Oc1c(CN2CCCC(C(F)(F)F)C2)cc(Cl)c2ccccc12 (configuration not stated),i,0
COc1ccc(C)cc1S(=O)(=O)N1CCN(Cc2ccccc2)CC1,i,-27
CCOC(=O)C1CN(S(=O)(=O)c2ccccc2)C1,i,-2
COc1ccccc1NC(=O)CCCn1c(=S)[nH]c2ccccc2c1=O,i,-24
CCNc1nc(N)nc(Oc2ccc(C(=O)OC)cc2)n1,i,-7
CCCc1nc2c(o1)CC(CC(C)SCC)CC2=O (configuration not stated),i,-4
O=C(COC(=O)c1cc([N+](=O)[O-])ccc1N1CCOCC1)Nc1ccc(Cl)cn1,6.8*,-22
CCCCN(C(=O)c1ccc(S(=O)(=O)N(CC)CC)cc1)c1c(N)n(CCC)c(=O)[nH]c1=O,i,-3
CN(C(=O)C(C)(C)C)C1c2c(ccc3ccccc23)OCC1CO (configuration not stated),i,nt
CCn1c(-c2cc(-c3ccc(C)c(C)c3)nc3ccccc23)n[nH]c1=S,i,-28
CC1CCN(c2ncnc3c2cnn3Cc2ccc(Cl)cc2)CC1,i,-12

# Grouped by structure: the entries above containing a Cl atom (19)
SMILES,CHT allo act,OX1R antagonist
O=C(CCCOc1ccccc1)Nc1ccc(Cl)c(S(=O)(=O)N2CCOCC2)c1,nt,38
O=C(O)c1cc(S(=O)(=O)Nc2ccc(N3CCCCC3)cc2)ccc1Cl,i,-24
O=C(NC1CCCCCC1)c1ccc(Cl)c(S(=O)(=O)N2CCOCC2)c1,i,-6
O=c1c2nccnc2[nH]c(=S)n1Cc1ccccc1Cl,i,-6
COc1cc(NC(=S)NCCC(c2ccccc2)c2ccccc2)c(OC)cc1Cl,i,3
Cc1ccc(COn2c(-c3ccc(Cl)cc3)nc3ccc([N+](=O)[O-])cc32)cc1,i,-1
COc1cc(NC(=O)C2=COCCO2)c(OC)cc1Cl,i,-5
O=C(NCCc1ccc(Cl)cc1)C1CCCO1 (configuration not stated),i,-13
C=C(C)C(=O)N1CC2(CC(c3cccc(NC(=O)COc4ccc(Cl)cc4)c3)=NO2)C[C@@H]1C(N)=O (some centres not stated),i,3
O=C(N/N=C/c1c[nH]c2ccccc12)c1ccccc1Cl,i,nt
O=C(COC(=O)c1ccc[n+]([O-])c1)Nc1ccc([N+](=O)[O-])cc1Cl,nt,18
CCOC(=O)[C@H]1[C@H]2COc3ccc(OC)cc3[C@@H]2N2C(=O)c3ccc(Cl)cc3NC(=O)[C@@]12C,i,-18
O=C(N/C=N/O)C(c1ccccc1)c1ncc(C(F)(F)F)cc1Cl (configuration not stated),i,-11
O=C(Nc1ccc(F)cc1)/C(Cl)=C/c1ccccc1,i,-12
COc1ccc(S(=O)(=O)CCC(=O)N2CCN(c3cccc(Cl)c3)CC2)cc1,i,-11
CCOCCCNCc1c(Cl)cccc1Cl,i,-1
Oc1c(CN2CCCC(C(F)(F)F)C2)cc(Cl)c2ccccc12 (configuration not stated),i,0
O=C(COC(=O)c1cc([N+](=O)[O-])ccc1N1CCOCC1)Nc1ccc(Cl)cn1,6.8*,-22
CC1CCN(c2ncnc3c2cnn3Cc2ccc(Cl)cc2)CC1,i,-12
